RMI-FANCM inh – RMI-FANCM interaction inhibition | Fluorescence polarization, RMI core complex with F-MM2 peptide; active compounds read low | FP signal (polarization) at 33 µM | hit rate 0.58% among 70,000 | AID 1159607; in the data active = FP signal below about 40; also: inactives centre near 61; strong numbers were not always called active; unit not given here
An asterisk follows results filed as active; & = joins results of further samples. These rows are one share of the data; count on the stated rates, not on these rows.

RMI-FANCM inh | compound
61 | C=CCSc1nnc(NC(=O)/C=C/c2cc(OC)c(OC)c(OC)c2)s1
64 | O=C(CCc1csc(NC(=O)Nc2ccccc2)n1)NCc1ccco1
72 | CC(=O)Nc1ccc(S(=O)(=O)NCC2CCN(Cc3cccs3)CC2)cc1
57 | NC(=S)N/N=C\c1cc(Br)c(O)c(Br)c1
75 | Cc1ccc(C)c2sc(NC(=O)C3CCCN3S(=O)(=O)c3cccs3)nc12 (stereo not drawn)
59 | Clc1ccc(OCc2nc3ccccc3[nH]2)c(Cl)c1
75 | C[C@@H]1CC[C@@]23CCC4(C)[C@@](C=CC5[C@@]6(C)CC[C@H](O)C(C)(C)C6CC[C@]54C)(OC2=O)C3[C@H]1C (stereo partly drawn)
55 | O=C(c1n[nH]c2ccccc12)N1CCc2ccccc21
56 | CC1=CC(=O)N(c2ccc(OC(F)(F)F)cc2)C1=O
56 | Cc1ccc(S(=O)(=O)CCCC(=O)Nc2sccc2C#N)cc1
61 | CCc1ccc(-c2noc(CN3C(=O)C(C)Oc4ccccc43)n2)cc1 (stereo not drawn)
58 | c1ccc(Nc2nnc(-c3cccc4ccccc34)o2)cc1
59 | CN(C)c1ccc(C(CNC(=O)C(=O)NC2CCCCC2)N2CCc3ccccc3C2)cc1 (stereo not drawn)
63&51&60 | O=C(O)c1cc(=O)c2c(OCC(O)COc3cccc4oc(C(=O)O)cc(=O)c34)cccc2o1
64 | CC1CN(CC(O)COC2CCCC2)CC(C)O1 (stereo not drawn)
52 | COc1ccc(OC)c(-c2ccc(=O)n(Cc3ccccn3)n2)c1
68 | Cn1cc(CC(=O)Nc2cccnc2)c2ccccc21
56 | Cc1ccc(S(=O)(=O)NCc2csc(-c3cccs3)n2)cc1
69 | Cn1nccc1C(=O)Nc1ccc(F)cc1F
74 | COc1ccc(CNC(=O)C(=O)Nc2cccc(C)c2C)cc1
64 | Cc1ccc2sc(NC(=O)c3ccc([N+](=O)[O-])o3)nc2c1C
59 | c1cc(-c2nc3ccccc3[nH]2)nc(-c2nc3ccccc3[nH]2)c1
92 | COc1ccc(C(=O)c2c(N)sc3c2CCN(C(=O)OC(C)(C)C)C3)cc1
54 | Cc1noc(NC(=O)NC(=O)c2cc(F)c(N(C)C)c(F)c2)c1C
61 | CCOC(=O)Cn1c(=NC(=O)c2cc(C)n(CC)n2)sc2cc3c(cc21)OCO3
65 | COc1cc2ncnc(Sc3ccccn3)c2cc1OC
112 | CCOc1ccc(-c2csc(-n3nc(C)cc3NC(=O)C3CC3)n2)cc1
62 | O=C(O)c1nccnc1C(=O)N1CCCN(c2c(Cl)cncc2Cl)CC1
46 | CC(=NCCc1ccccc1)C1CCOC1=O (stereo not drawn)
66 | CNS(=O)(=O)c1cccc2cnccc12

Retrieved by structure from the entries so far:
RMI-FANCM inh | compound
69 | Cn1nccc1C(=O)Nc1ccc(F)cc1F
55 | O=C(c1n[nH]c2ccccc12)N1CCc2ccccc21
56 | Cc1ccc(S(=O)(=O)NCc2csc(-c3cccs3)n2)cc1

Next section.
RMI-FANCM inh | compound
64 | O=C(O)C1CCCN1Cc1c[nH]c2ccccc12 (stereo not drawn)
58 | Cc1cc(C)c(S(=O)(=O)N2CCN=C2c2ccccc2)c(C)c1
59 | COc1ccc2[nH]c(C(=O)Nc3ccc(I)cc3F)cc2c1
61 | Cc1ccc(NC(=O)c2sccc2S(=O)(=O)N2CCN(c3ccccc3F)CC2)cc1C
70 | COc1ccc(CCS(=O)(=O)NCC2CCN(C(C)C)CC2)cc1
61 | CC/C(O)=C(/C#N)c1nnc2n1CCCCC2
71 | COc1cn(-c2ccc(F)cc2)nc1C(=O)Nc1ccc(Cl)c(Cl)c1
75 | C=CCN(CC=C)S(=O)(=O)c1ccc(C(=O)Nc2nc3ccccc3s2)cc1
57 | O=[N+]([O-])c1cccc(S(=O)(=O)n2nnc3ccccc32)c1
78 | Cc1ccc(Cl)cc1NC(=O)C(=O)NCC1CCN(Cc2cccs2)CC1
70 | Cc1ccc(-c2csc3ncnc(N4CC(C)OC(C)C4)c23)cc1C (stereo not drawn)
68 | CCCN1C(=O)C(C)(C)COc2cc(NC(=O)c3cccc(OC)c3OC)ccc21
72 | Cn1nccc1C(=O)N1CCN(c2nc3c(S(C)(=O)=O)cccc3s2)CC1
60 | Cn1c2ccccc2c2ccc(/C=C/c3nc4ccccc4s3)cc21
55 | O=C(Nc1ccc2scnc2c1)C1CCN(S(=O)(=O)c2ccc(Cl)s2)CC1
71 | CN(C)c1ccc(CCCNC(=O)C(=O)NC2CCCC2)cc1
78 | C/C(=N/Nc1nc(-c2ccccc2)c2cc(Br)ccc2n1)c1nc2ccccc2[nH]1
109 | O=C(Cn1c2ccccc2c2ncn(Cc3ccccc3)c(=O)c21)NCCc1ccccc1
67 | COc1cc(/C=C\C(=O)NCc2ccc3c(c2)cc(C)n3C)cc(OC)c1OC
63 | O=C(CSc1nccc2ccccc12)Nc1ccccc1C(F)(F)F
63 | COc1ccc(/C=N\Nc2nc3ccc(Br)cc3c(-c3ccccc3)c2-c2cc(-c3ccccc3)c3cc(Br)ccc3n2)cc1OC
35 | CCOc1cccc2cc(-c3csc(NC(=O)CCCS(=O)(=O)c4ccc(Cl)cc4)n3)oc12
59 | O=[N+]([O-])c1ccc(C2N(Cc3ccccc3)CCN2Cc2ccccc2)cc1
91 | CC1CCCCN1CC(O)COc1ccc(C23CC4CC(CC(C4)C2)C3)cc1 (stereo not drawn)
129 | O=C(Cn1cnc2c(-c3ccccc3)csc2c1=O)Nc1ccc(Oc2ccccc2)cc1
60 | COC(=O)c1sc2cccc(F)c2c1S(=O)(=O)Nc1cc(Cl)ccc1OC
99 | Nc1nc(SCc2c(F)cccc2Cl)[nH]c(=O)c1NC(=O)c1ccc(Br)o1
61 | C=CCn1c(=NC(=O)c2ccc(S(=O)(=O)N(CC)c3ccccc3)cc2)sc2cc(C(=O)OCC)ccc21
52 | O=[N+]([O-])c1c(Oc2ccc(Cl)cc2)ccc2nsnc12
62 | CCCCCCOc1ccc(C2CCC(CCCCC)CC2)cc1 (stereo not drawn)
37 | COc1ccc(-c2cc(C(F)(F)F)n3nc(C(=O)Nc4cc5c(cc4[N+](=O)[O-])OCCO5)cc3n2)cc1
53 | N#CCCN(Cc1ccco1)S(=O)(=O)c1cccc2nsnc12
59&63 | O=C(CN1C(=O)c2ccccc2C1=O)N1CC=C(c2ccccc2)CC1
78 | COC(=O)c1ccc(C(=O)N(/N=C\c2ccc(OC)cc2)c2nc3ccc(F)cc3s2)cc1
62 | CCN1C(=O)C2(C(=C(O)c3ccc(S(=O)(=O)N(C)C)cc3)C(=O)C(=O)N2CCN(C)C)c2ccccc21 (stereo not drawn)
72 | Cc1ccc(C)c(S(=O)(=O)NCC(=O)N2CCCC2)c1
57 | CCCN1CCC2(CC1)NC(=O)N(CC(=O)Nc1cccc(F)c1)C2=O
58 | COc1ccc(CCNC(=O)N2CCC(c3nnc(C4CC4)o3)CC2)cc1
68 | COC(=O)C1=C(C(=O)OC)C(c2ccc(OC)c(OC)c2)c2sc(=O)[nH]c2S1 (stereo not drawn)
64 | COc1ccc(N2CCCS2(=O)=O)cc1NC(=O)C(=O)NCCCO
63 | Cc1nc(NC(C)C(=O)O)c2oc3ccccc3c2n1 (stereo not drawn)
64 | Cc1cc(C(=O)CSc2n[nH]c(N)n2)c(C)n1-c1ccc(F)cc1
53 | Cc1cccc(-c2nnc3n2N=C(c2ccccc2)CS3)c1
53 | Cc1nc(N)[nH]c(=O)c1CCC(C)C
81 | O=C(CSc1nc(-c2ccco2)cc(C(F)(F)F)n1)c1ccc2c(c1)OCO2
66 | Cc1cc(NC(=O)c2cc3ccccc3oc2=O)on1
115 | Cc1ccc(Cn2c(SCC(=O)NCCC(C)C)nc3c(sc4ncccc43)c2=O)cc1
56 | COc1ccc(S(=O)(=O)N2CCCCC2CC(=O)NCc2ccc(F)cc2)cc1 (stereo not drawn)
70 | Cc1ccccc1-c1ccc(N2CCN(C(=O)Nc3ccccc3Cl)CC2)nn1
66 | CCCn1c(=O)c2c(N3CCN(C(=O)c4ccco4)CC3)c(C)cnc2n(C)c1=O
54 | COc1cc(CCC(C)NC(=O)c2ccco2)ccc1OC(=O)c1ccco1 (stereo not drawn)
67 | CC(C)(C)c1ccc(C(=O)Nc2ccc(S(C)(=O)=O)cc2)cc1
82 | O=C(NCCCCN1CCOC(c2ccccc2)C1)C(=O)Nc1ccc(F)c(Cl)c1 (stereo not drawn)
62 | S=c1[nH]nc2nc(-c3ccccc3)c(-c3ccccc3)nn12
63 | COC(=O)c1ccc2c(c1)sc(=NC(=O)c1ccc(S(=O)(=O)N3CCc4ccccc4C3)cc1)n2C
56&52 | COC(=O)CC/C(=N/NS(=O)(=O)c1ccc(C)cc1)c1ccn(S(=O)(=O)c2ccccc2)c1
75 | COc1ccc(Cl)cc1C(=O)Nc1ccc2nc(C)n(-c3ccc(F)cc3)c(=O)c2c1
71 | O=C(Cn1cnc2c(-c3ccccc3)csc2c1=O)Nc1cc(C(F)(F)F)ccc1Cl
44 | CCN(CC)c1ccc(N=C2C=CC(=O)c3ccccc32)c(C)c1
61 | CC(=O)OCC(=O)[C@@]1(O)CCC2C3CC[C@@]4(C)CCCCC4(C)C3CCC21C (stereo partly drawn)

Sorted by value in RMI-FANCM inh (descending): some entries from above
RMI-FANCM inh | compound
75 | COc1ccc(Cl)cc1C(=O)Nc1ccc2nc(C)n(-c3ccc(F)cc3)c(=O)c2c1
72 | Cc1ccc(C)c(S(=O)(=O)NCC(=O)N2CCCC2)c1
71 | O=C(Cn1cnc2c(-c3ccccc3)csc2c1=O)Nc1cc(C(F)(F)F)ccc1Cl
70 | Cc1ccccc1-c1ccc(N2CCN(C(=O)Nc3ccccc3Cl)CC2)nn1
53 | Cc1nc(N)[nH]c(=O)c1CCC(C)C

Additional structures follow:
RMI-FANCM inh | compound
64 | CCSc1nc(NC(C)C)c2cnn(CCNC(=O)C3CCCCC3)c2n1
55 | FC(F)(F)c1ccc(-c2noc(-c3csnn3)n2)cc1
64 | O=C1CSC(=O)N1CCNc1ccc(F)cc1
53 | CC(=O)Oc1ccc(O)cc1
58 | CC1=CC2=NC(=O)CC(C)(C(=O)O)N2C=C1 (stereo not drawn)
112 | O=C(Cn1cnc(-c2ccccc2)cc1=O)Nc1ccc(Oc2ccccc2)cc1
65 | CC1(C)COc2cc(NS(=O)(=O)c3ccc4c(c3)CCCC4)ccc2NC1=O
56 | CCOC(=O)/C(C#N)=C/c1ccccc1
57 | Cc1nc2ccc(N=Nc3c(C)[nH]n(-c4ccccc4)c3=O)cc2s1
83 | CS(=O)(=O)N1CCCC(C(=O)Nc2sc(-c3ccccc3)cc2C(N)=O)C1 (stereo not drawn)
81 | COCCN1CCC(CNC(=O)c2ccc(-c3ccccc3)cc2)CC1
60 | O=C(NNC(=O)C1CC1)c1ccc(=O)n(Cc2ccc(Cl)cc2)c1
64 | COc1ccc(-c2noc(-c3sccc3S(=O)(=O)N(C)c3ccc(C)c(F)c3)n2)c(OC)c1
63 | O=C(N/C(=C/c1ccc(Cl)c(Cl)c1)C(=O)N1CC2CC(C1)c1cccc(=O)n1C2)c1ccco1 (stereo not drawn)
54 | CNc1scnc1S(=O)(=O)c1ccc(C)cc1
62 | Nc1c2c(nc3c4c(nn13)CCC4)CCC2
53 | O=c1n(Cc2ccc(F)cc2)nc2n1-c1ccccc1SC2
53 | CN(C)c1ccc(NC(=O)Nc2ccc(OCc3ccccc3)cc2)cc1
59&60 | N=C(N)N1CCc2ccccc2C1
64 | CC1(C)COc2cc(NS(=O)(=O)c3cccc(F)c3)ccc2NC1=O
70 | Cc1cccc(NC(=O)CSc2ncc(S(=O)(=O)c3ccc(Cl)s3)c(N)n2)c1C
62 | CCOc1cc(S(=O)(=O)N2CCN(Cc3ccc4c(c3)OCO4)CC2)c(OCC)cc1C
63 | Cc1c(NC(=O)c2cc3c(=O)n(C)c(=O)n(C)c3s2)c(=O)n(-c2ccccc2)n1C
57 | O=C1CCC([N+](=O)[O-])C(c2ccccc2Cl)N1 (stereo not drawn)
56 | Cc1cccc(NC(=O)C2CC(=O)N(c3ccccc3F)C2)c1C (stereo not drawn)
63 | COCCOC(=O)c1nccnc1C(=O)Nc1ccc2c(c1)OCO2
69 | Cc1ccc(Cn2cnc3c(cnn3CCNC(=O)COc3cccc(C)c3)c2=O)cc1
47 | O=C(c1ccc2nonc2c1)N1CCN(c2ccccc2)CC1
65 | CN1CCN(C(CNC(=O)c2ccc(C(F)(F)F)cc2)c2ccsc2)CC1 (stereo not drawn)
54 | O=C1CCC(=O)N1c1ccc(S(=O)(=O)NCCCN2CCN(Cc3ccccc3)CC2)cc1
63 | Cc1nnc(SCC(=O)NCc2ccccc2Cl)c2c1cnn2-c1ccccc1
70 | N#Cc1ccsc1NC(=O)Cc1ccccc1
58 | CCN1C(=O)c2cccc3c(NC(=O)c4c(OC)cccc4OC)ccc1c23
52 | O=C(NNC(=O)C1c2ccccc2Oc2ccccc21)c1cccc([N+](=O)[O-])c1
69 | Cc1cc(-c2nnc(NC(=O)c3cc(Cl)sc3Cl)o2)n(C)n1
66 | Cc1csc(NC(=O)CC2CCCCN2S(=O)(=O)c2ccccc2)n1 (stereo not drawn)
50 | N#CCC(=O)c1cc(-c2ccccc2)c(C(F)(F)F)s1
61 | C=CCOC(=O)C1=C(C)NC(SCC(=O)Nc2nccs2)=C(C#N)C1c1ccc(Cl)cc1 (stereo not drawn)
66 | O=[N+]([O-])c1ccc(NS(=O)(=O)c2cccc3cccnc23)cc1
58 | Cc1ccc(NC(=O)C(=O)NCc2ccccc2Cl)cc1F
64 | CCCCS(=O)(=O)N1CCC(c2nnc(-c3ccccc3OC)s2)CC1
78 | CCc1ccc(S(=O)(=O)NCC2CCN(C3CCCC3)CC2)s1
54 | Nc1cc(-c2ccco2)nn1-c1cc(C(F)(F)F)cc(C(F)(F)F)c1

Arranged by molar mass (high to low): part of the list above.
RMI-FANCM inh | compound
63 | Cc1nnc(SCC(=O)NCc2ccccc2Cl)c2c1cnn2-c1ccccc1
64 | CCCCS(=O)(=O)N1CCC(c2nnc(-c3ccccc3OC)s2)CC1
54 | Nc1cc(-c2ccco2)nn1-c1cc(C(F)(F)F)cc(C(F)(F)F)c1
69 | Cc1cc(-c2nnc(NC(=O)c3cc(Cl)sc3Cl)o2)n(C)n1

Compound activity deposited in PubChem by Small Molecule Screening Facility, UW Madison.
